# Pf Dd2 growth = blocks growth of Plasmodium falciparum Dd2 parasites; P. falciparum Dd2 growth, SYBR Green, 72 h; hits give low values; activity change, % at 10 µM; 94,000 compounds, 2.3% hits; AID 1159554; in the data active means activity change below about -80%; inconclusive means no clear call, values can overlap the other calls
# C diff growth = inhibitors of Clostridium difficile growth; growth activity, negative = inhibition, % at 16 µg/mL (by protocol); 86,000 compounds, 0.25% hits; Clostridium difficile clinical isolate growth, OD600, 24 h; hits give low values; AID 1259249;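 active means mean growth activity at or below -80% and every replicate also at or below -80%; inconclusive means mean at or below -80% but some replicate above -80%; inactive means mean growth activity above -80%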;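 further: 0% = DMSO wells and -100% = levofloxacin 16 µg/mL wells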
# T cruzi growth = T. cruzi proliferation inhibition. T. cruzi beta-gal in NIH3T3, GalScreen luminescence, 90 h. inhibition, % at 8.34 µM. 77,000 compounds, 5.9% hits;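 active means mean inhibition above about 93%, with at least 55% of replicates each passing it, limit read from the data, passing the limit was not always enough; inconclusive means only one of those two conditions holds; inactive means neither condition holds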
# KDM4C inh = blocks human GASC-1 (KDM4C) demethylase activity; inhibition, % at 12.5 µM; 96,000 compounds, 0.15% hits; GST-KDM4C 2-372, H3K9me3 peptide, LANCE TR-FRET;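 active means mean replicate inhibition above about 25%, with at least 55% of replicates also reaching it, limit read from the data, passing the limit was not always enough; inconclusive means only one of those two conditions met; inactive means neither condition met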
# Target sequence (Q9H3R0 2-372 limits assumed): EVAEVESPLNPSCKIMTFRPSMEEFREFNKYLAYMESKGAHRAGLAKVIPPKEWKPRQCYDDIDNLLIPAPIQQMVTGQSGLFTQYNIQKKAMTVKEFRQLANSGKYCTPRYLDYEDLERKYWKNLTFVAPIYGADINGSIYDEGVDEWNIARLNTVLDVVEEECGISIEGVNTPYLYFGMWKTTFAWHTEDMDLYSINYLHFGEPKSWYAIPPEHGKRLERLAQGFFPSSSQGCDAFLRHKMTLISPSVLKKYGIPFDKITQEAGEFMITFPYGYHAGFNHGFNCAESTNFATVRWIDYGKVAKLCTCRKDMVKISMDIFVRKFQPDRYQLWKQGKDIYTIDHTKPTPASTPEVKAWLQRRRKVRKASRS
#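 System: N-terminal GST-fused human GASC-1 (KDM4C) fragment, residues 2-372 / Amount: 10 nM GST-KDM4C in enzyme reaction / Also added: H3K9me3 peptide with Fe(II)/2OG / Times: 30 min demethylation and 1 h detection at room temperature / Signal: LANCE TR-FRET / Read-out basis: Fall in 671/618 emission ratio as inhibition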
# Active calls of the source: *; ? = inconclusive; / = no result given; + = active, no number; & = joins results of further samples. An excerpt. The share of hits here may be higher or lower than overall.
molecule | T cruzi growth | C diff growth | KDM4C inh | Pf Dd2 growth
C/C=C/c1ccc(C2[C@@H]3CN(C(=O)CN(C)C)C[C@H]2N3)cc1 (some centres not stated) | / | 10&1 | 11&20 | -18&-40
COc1ccc(OC(=O)N(C)C[C@H]2OCc3cnnn3CCCC(=O)N([C@@H](C)CO)C[C@@H]2C)cc1 | 1 | / | -1.4 | -17
O=C(Cc1ccccn1)N1CCCCN2[C@@H](CO)[C@H](c3ccc(-c4ccc(F)cc4)cc3)[C@@H]2C1 | 101* | -5 | -0.4 | -34
COC(=O)C[C@@H]1CC[C@@H]2NC[C@@H](O)COC[C@H]2O1 | 55 | -1&-4 | 0.3 | -15
CC(C)NC(=O)N1[C@@H]2Cn3c(ccc(-c4cccc(C(=O)N(C)C)c4)c3=O)[C@H]1[C@@H](C(=O)O)[C@@H]2CO | -271 | -5 | -0.4 | /
COC(=O)[C@@H]1[C@@H](CO)[C@@H]2Cn3c(ccc(C4=CCCCC4)c3=O)[C@H]1N2CC1CCCCC1 | / | -1 | 1.2 | -34
COc1ccc(-c2ccc([C@H]3[C@H](CO)N4CCCCN(C(=O)Cc5ccccc5)C[C@@H]34)cc2)cc1 | 108* | 3 | -1.5 | -10
COC(=O)[C@H]1[C@H](CO)[C@H]2Cn3c(ccc(-c4ccccc4F)c3=O)[C@@H]1N2Cc1cccnc1 | 7 | -2 | 1.9 | 9
COC(=O)[C@@H]1[C@@H](CO)[C@@H]2Cn3c(cccc3=O)[C@H]1N2C(=O)C1CCC1 | 27 | 11 | / | 0
O=C(O)[C@@H]1[C@@H](CO)[C@@H]2Cn3c(ccc(-c4cccnc4)c3=O)[C@H]1N2C(=O)Nc1cc(F)ccc1F | -75 | 14 | -4.7 | /
O=C(Cc1ccccn1)N1CCCCN2[C@H](CO)[C@@H](c3ccc(-c4ccccc4F)cc3)[C@H]2C1 | -6 | -13 | -0.2 | -3
C[C@@H]1CN([C@@H](C)CO)C(=O)CCCn2nncc2CO[C@H]1CN(C)C(=O)Oc1ccc2ccccc2c1 | -27&72 | -2 | 1.3 | 11&-4
COc1cccc(-c2ccc([C@H]3[C@H](CO)N4CCCCN(C(=O)Cc5ccncc5)C[C@@H]34)cc2)c1 | 73 | -6 | 0.4 | -40
O=C(Cc1ccncc1)N1CCCCN2[C@@H](CO)[C@H](c3ccc(-c4ccncc4)cc3)[C@@H]2C1 | 61 | -2 | 1.3 | -25
COc1cccc(-c2ccc([C@@H]3[C@@H](CO)N4CCCCN(C(=O)Cc5ccncc5)C[C@@H]34)cc2)c1 | 63 | -4 | -0.1 | -52
CC=Cc1ccc2n(c1=O)C[C@@H]1[C@@H](CO)[C@H](C(=O)OC)[C@H]2N1CC1CCOCC1 (mixture of isomers) | 50 | -10 | -0.8 | /
CCCC#Cc1ccc([C@@H]2[C@@H](CO)N3CCCCN(C(=O)Cc4ccccn4)C[C@H]23)cc1 | 86 | 1 | -0.8 | -16
O=C(Cc1ccccc1)N1CCCCN2[C@H](CO)[C@H](c3ccc(-c4ccccc4)cc3)[C@@H]2C1 | 5 | -8 | -1.7 | 23
COC(=O)[C@@H]1[C@@H](CO)[C@@H]2Cn3c(ccc(C4=CCCCC4)c3=O)[C@H]1N2CCc1ccccc1 | 47 | 1 | -0.1 | 3
O=C(O)[C@H]1[C@H](CO)[C@H]2Cn3c(ccc(C4=CCCCC4)c3=O)[C@@H]1N2C(=O)Cc1ccccn1 | -43 | -3 | 1.3 | /
CC=Cc1ccc2n(c1=O)C[C@@H]1[C@@H](CO)[C@H](C(=O)O)[C@H]2N1S(=O)(=O)c1ccccc1F (mixture of isomers) | -30 | -1 | -0.1 | /
O=C(Cc1ccccn1)N1CCCCN2[C@@H](CO)[C@@H](c3ccc(Br)cc3)[C@@H]2C1 | 33 | 5 | 0.3 | -5
COc1ccc(-c2ccc([C@H]3[C@@H](CO)N4CCCCN(C(=O)Cc5ccccc5)C[C@@H]34)cc2)cc1 | 102* | -8 | 0.0 | -51
COc1ccc(C#Cc2ccc([C@H]3[C@H]4CN(C(=O)Cc5cccnc5)CCCCN4[C@H]3CO)cc2)cc1 | 104* | 10 | 0.2 | 19
C/C=C/c1ccc(C2[C@@H]3CN(C(=O)C4CC4)C[C@H]2N3)cc1 (some centres not stated) | / | -10&-2 | 1.5&-0.1 | 19&-22
COC(=O)[C@H]1[C@H](CO)[C@H]2Cn3c(ccc(C4=CCCC4)c3=O)[C@@H]1N2C(=O)C1CCCCC1 | 2 | / | 0.5 | /
COC(=O)[C@@H]1[C@@H](CO)[C@@H]2Cn3c(ccc(-c4ccc(F)cc4)c3=O)[C@H]1N2C(=O)c1ccccc1F | -31 | 5 | 0.0 | -1
COC(=O)[C@@H]1[C@@H](CO)[C@@H]2Cn3c(cccc3=O)[C@H]1N2Cc1nccs1 | -79 | 20 | 1.0 | /
COC(=O)[C@H]1[C@H](CO)[C@H]2Cn3c(cccc3=O)[C@@H]1N2CCc1ccccc1 | 48 | 0 | -2.4 | /
O=C(Cc1ccccc1)N1CCCCN2[C@H](C1)[C@@H](c1ccc(C#CC3(O)CCCC3)cc1)[C@@H]2CO | 15 | -7 | -0.1 | -19
O=C(Cc1cccnc1)N1CCCCN2[C@H](CO)[C@H](c3ccc(C#CC4CCCC4)cc3)[C@@H]2C1 | 111* | -19 | -0.5 | 2
CC=Cc1ccc2n(c1=O)C[C@@H]1[C@@H](CO)[C@H](C(=O)OC)[C@H]2N1C(=O)CC1CC1 (mixture of isomers) | 5 | -6 | 0.9 | 11
O=C(Cc1cccnc1)N1CCCCN2[C@H](CO)[C@H](c3ccc(/C=C/c4ccccc4)cc3)[C@@H]2C1 | 119* | -12 | 0.2 | 8
CCCC#Cc1ccc([C@@H]2[C@@H](CO)N3CCCCN(C(=O)Cc4ccccn4)C[C@@H]23)cc1 | 110* | -5 | 0.9 | -55
C/C=C/c1ccc([C@H]2[C@@H](CO)N3CCCCN(C(=O)Cc4cccnc4)C[C@H]23)cc1 | 82 | -8 | 0.5 | 31
C[C@H]1CN([C@@H](C)CO)C(=O)CCCn2nncc2CO[C@H]1CN(C)C(=O)Oc1ccc2ccccc2c1 | 17&20 | / | -0.2 | -8&-3
O=C(O)[C@@H]1[C@@H](CO)[C@@H]2Cn3c(ccc(C4=CCCCC4)c3=O)[C@H]1N2CCc1ccccc1 | 164* | / | -2.2 | /
CC=Cc1ccc2n(c1=O)C[C@H]1[C@H](CO)[C@@H](C(=O)O)[C@@H]2N1S(=O)(=O)c1ccccc1F (mixture of isomers) | 28 | -2 | -1.7 | /
CC=Cc1ccc2n(c1=O)C[C@@H]1[C@@H](CO)[C@H](C(=O)OC)[C@H]2N1CC1CCCC1 (mixture of isomers) | / | 2 | -1.4 | -6
N#Cc1ccc(-c2ccc([C@@H]3[C@H](CO)N4CCCCN(C(=O)Cc5ccccc5)C[C@@H]34)cc2)cc1 | 92 | 16 | 0.1 | -26

# Given with two lines to a compound: entries from further up.
# Each structure is followed by: T cruzi growth, C diff growth, KDM4C inh, Pf Dd2 growth
- CC=Cc1ccc2n(c1=O)C[C@@H]1[C@@H](CO)[C@H](C(=O)O)[C@H]2N1S(=O)(=O)c1ccccc1F (mixture of isomers)
    -30, -1, -0.1, /
- O=C(Cc1ccccn1)N1CCCCN2[C@@H](CO)[C@@H](c3ccc(Br)cc3)[C@@H]2C1
    33, 5, 0.3, -5

# The results go on:
molecule | T cruzi growth | C diff growth | KDM4C inh | Pf Dd2 growth
O=C(Cc1ccccn1)N1CCCCN2[C@H](C1)[C@@H](c1ccc(C#Cc3ccccc3)cc1)[C@@H]2CO | 99* | -18 | -1.3 | -56
O=C(Cc1ccccc1)N1CCCCN2[C@H](CO)[C@H](c3ccc(C#CC4(O)CCCC4)cc3)[C@@H]2C1 | 103* | -8 | -0.9 | 2
COC(=O)[C@H]1[C@H](CO)[C@H]2Cn3c(ccc(-c4cccnc4)c3=O)[C@@H]1N2CCc1ccccc1 | 20 | -3 | -2.1 | -2
O=C(Cc1ccccn1)N1CCCCN2[C@H](CO)[C@H](c3ccc(-c4ccccc4)cc3)[C@@H]2C1 | ? | -15 | -1.2 | 8
COc1ccc(OC(=O)N(C)C[C@@H]2OCc3cnnn3CCCC(=O)N([C@@H](C)CO)C[C@@H]2C)cc1 | 8&8 | / | -0.5 | -23&-3
CC(C)CC#Cc1ccc([C@@H]2[C@@H](CO)N3CCCCN(C(=O)Cc4ccccn4)C[C@@H]23)cc1 | 75 | -13 | 1.4 | 2
CCC(=O)N1[C@@H]2c3ccc(-c4ccc(F)cc4)c(=O)n3C[C@H]1[C@H](CO)[C@H]2C(=O)OC | 84 | 8 | 11 | /
O=C(Cc1cccnc1)N1CCCCN2[C@H](C1)[C@@H](c1ccc(C#CC3CCCC3)cc1)[C@@H]2CO | 102* | -6 | -0.3 | -28
O=C1CNC[C@H]2[C@@H](c3ccc(Br)cc3)[C@H](CO)N12 | / | 19 | 0.8 | -27
COC(=O)[C@@H]1[C@@H](CO)[C@@H]2Cn3c(ccc(-c4ccc(F)cc4)c3=O)[C@H]1N2C(C)=O | -2 | 1 | -2.0 | 0
O=C(Cc1ccncc1)N1CCCCN2[C@H](CO)[C@H](c3ccc(C#Cc4ccccc4F)cc3)[C@@H]2C1 | 43 | -3 | -1.2 | -28
COc1ccc(C#Cc2ccc([C@@H]3[C@H]4CN(C(=O)Cc5ccncc5)CCCCN4[C@H]3CO)cc2)cc1 | 106* | 49 | -0.4 | -59
COC(=O)[C@@H]1[C@@H](CO)[C@@H]2Cn3c(cccc3=O)[C@@H]2N1CC1CC1 | -4 | 0 | 3.2 | 9
CC=Cc1ccc2n(c1=O)C[C@H]1[C@H](CO)[C@@H](C(=O)N(C)C)N[C@@H]21 (mixture of isomers) | 13 | 1 | -3.3 | 3
COC(=O)[C@@H]1[C@@H](CO)[C@@H]2Cn3c(ccc(-c4cccc(F)c4)c3=O)[C@H]1N2Cc1cccnc1 | 5 | -3 | 3.5 | -25
O=C(O)[C@@H]1[C@@H](CO)[C@@H]2Cn3c(ccc(-c4ccncc4)c3=O)[C@H]1N2C(=O)C1CCCC1 | / | -2 | -0.2 | 19
CCCNC(=O)[C@H]1[C@H](CO)[C@H]2Cn3c(cccc3=O)[C@H]2N1CC | / | 8 | 7.1 | 30
COC(=O)[C@@H]1[C@@H](CO)[C@@H]2Cn3c(ccc(-c4ccccc4F)c3=O)[C@H]1N2CC1CCCC1 | + | -2 | 1.9 | /
O=C(Cc1ccncc1)N1CCCCN2[C@H](CO)[C@@H](c3ccc(C#CC4(O)CCCC4)cc3)[C@@H]2C1 | 105* | 0 | 0.9 | 9
O=C(Cc1ccccc1)N1CCCCN2[C@@H](CO)[C@H](c3ccc(-c4ccccc4)cc3)[C@@H]2C1 | 100* | 58 | -0.4 | 9

# Part of the list above in order of count of non-hydrogen atoms, smallest number first:
molecule | T cruzi growth | C diff growth | KDM4C inh | Pf Dd2 growth
O=C1CNC[C@H]2[C@@H](c3ccc(Br)cc3)[C@H](CO)N12 | / | 19 | 0.8 | -27
COC(=O)[C@@H]1[C@@H](CO)[C@@H]2Cn3c(ccc(-c4ccc(F)cc4)c3=O)[C@H]1N2C(C)=O | -2 | 1 | -2.0 | 0
COC(=O)[C@H]1[C@H](CO)[C@H]2Cn3c(ccc(-c4cccnc4)c3=O)[C@@H]1N2CCc1ccccc1 | 20 | -3 | -2.1 | -2
O=C(Cc1ccccc1)N1CCCCN2[C@H](CO)[C@H](c3ccc(C#CC4(O)CCCC4)cc3)[C@@H]2C1 | 103* | -8 | -0.9 | 2
COc1ccc(C#Cc2ccc([C@@H]3[C@H]4CN(C(=O)Cc5ccncc5)CCCCN4[C@H]3CO)cc2)cc1 | 106* | 49 | -0.4 | -59
